Bioassay records deposited in PubChem BioAssay by several laboratories.
LRH-1 inv ag = NR5A2 inverse agonism in reporter assay; O00482; HEK293T StAR-luciferase reporter, LRH-1 transfected, 24 h; inhibition, % at 3.6 µM; hit rate 0.13% among 360,000;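 active = inhibition above the mean inhibition of all tested compounds plus 3 SD, cut at about 73% in these data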;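 also: 0% = DMSO wells and 100% = reporter-only cells lacking LRH-1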
Target sequence (O00482 whole entry, looked up): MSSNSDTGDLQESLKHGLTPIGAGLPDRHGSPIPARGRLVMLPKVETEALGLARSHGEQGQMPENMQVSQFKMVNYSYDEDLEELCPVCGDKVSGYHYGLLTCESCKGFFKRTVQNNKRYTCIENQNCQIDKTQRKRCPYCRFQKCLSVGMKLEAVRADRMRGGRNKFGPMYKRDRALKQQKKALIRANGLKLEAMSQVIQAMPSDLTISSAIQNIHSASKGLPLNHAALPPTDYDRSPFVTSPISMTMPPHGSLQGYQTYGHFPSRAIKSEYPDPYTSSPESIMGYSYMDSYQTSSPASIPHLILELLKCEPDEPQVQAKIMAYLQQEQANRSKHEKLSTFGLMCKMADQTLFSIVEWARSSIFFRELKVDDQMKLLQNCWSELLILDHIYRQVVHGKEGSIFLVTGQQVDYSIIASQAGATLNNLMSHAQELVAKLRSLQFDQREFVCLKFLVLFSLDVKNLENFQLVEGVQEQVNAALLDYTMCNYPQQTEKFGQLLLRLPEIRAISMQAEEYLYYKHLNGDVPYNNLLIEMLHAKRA
NCOA2 inhibitor = human SRC2 (NCOA2) inhibition. inhibition, % at 9 µM. HEK293 GAL4-SRC2 luciferase reporter, luminescence. Q15596. hit rate 0.17% among 370,000. AID 651957;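 active = inhibition above the mean inhibition of all tested compounds plus 3 SD, set per campaign, cut at about 52% in these data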;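 also: 0% = DMSO treated cells and 100% = cells given Gossypol at 36 µM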
SRC3 inh = inhibits human SRC3 coactivator; HEK293 GAL4-SRC3 luciferase reporter, luminescence; inhibition, % at 3.6 µM; hit rate 0.17% among 360,000;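 active = inhibition above a per-campaign cutoff, the mean of all compounds plus 3 SD, cut at about 60% in these data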;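 also: 0% = DMSO-treated cells and 100% = gossypol-treated cells at 36 µM; higher means less SRC3-driven luciferase light from the GAL4 reporter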
TROY signal inh = blocks TROY-dependent signaling in reporter cells | Q293 LMP1-TROYcd NF-kB luciferase reporter, 4 h | inhibition, % at 10 µM | hit rate 0.98% among 360,000;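 active = compounds whose plate-normalised and pattern-corrected inhibition of the luciferase reporter signal at the single screening dose is 50% or more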
COUP-TFII inh = NR2F2 (human) inhibition, primary screen. P24468. HEK293T NGFI-A luciferase reporter, luminescence. inhibition, % at 8.6 µM. hit rate 0.7% among 370,000;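 active = inhibition above a per-plate cutoff, mean inhibition of test wells between control levels plus 3 SD, cut at about 38% in these data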;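 also: cells cotransfected with COUP-TFII expression vector driving the NGFI-A reporter; 0% = median of COUP-TF2 test wells and 100% = reporter-only cells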
NOD2-RIPK2 inh = inhibitors of human NOD2-RIPK2 interaction | hit rate 0.38% among 360,000 | O43353 | inhibition, % at 4.98 µM | CHO BLA complementation NOD2-RIPK2, CCF4 ratio; in the data active = inhibition above about 21%;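 also: 0% = vehicle only and 100% = reference blocker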
Target sequence (O43353 whole entry, looked up): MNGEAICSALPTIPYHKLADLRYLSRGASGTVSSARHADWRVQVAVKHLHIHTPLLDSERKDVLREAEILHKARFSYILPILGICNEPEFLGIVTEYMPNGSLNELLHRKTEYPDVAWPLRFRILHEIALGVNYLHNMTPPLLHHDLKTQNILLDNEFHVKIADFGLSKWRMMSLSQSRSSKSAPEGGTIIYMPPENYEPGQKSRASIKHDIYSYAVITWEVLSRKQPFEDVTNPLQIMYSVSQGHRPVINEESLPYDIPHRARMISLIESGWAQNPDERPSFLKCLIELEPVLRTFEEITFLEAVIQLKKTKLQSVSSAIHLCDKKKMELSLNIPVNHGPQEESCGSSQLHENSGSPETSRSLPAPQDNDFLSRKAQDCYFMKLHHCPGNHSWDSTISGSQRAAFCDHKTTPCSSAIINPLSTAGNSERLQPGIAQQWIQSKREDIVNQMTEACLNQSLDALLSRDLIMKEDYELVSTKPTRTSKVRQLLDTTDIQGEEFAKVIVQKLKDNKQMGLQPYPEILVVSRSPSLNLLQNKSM
SRC1 inh = inhibitors of human steroid receptor coactivator 1 (SRC1); Q15788; hit rate 0.12% among 360,000; HEK293 GAL4-SRC1 luciferase reporter, luminescence; inhibition, % at 3.6 µM; AID 588354;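 active = inhibition above the campaign mean plus 3 SD, with each screening campaign given its own cutoff, cut at about 60% in these data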;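 also: 0% = DMSO treated cells and 100% = gossypol at 36 µM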
Vif inh = HIV Vif inhibition. HEK293T cells, Vif self-association by quenched fluorescence, imaging, 24 h. inhibition, % at 7.49 µM. hit rate 0.35% among 340,000. AID 602346; in the data active = inhibition above about 50%, passing the limit was not always enough; also: some results filed as inactive read as strong as hits
TRAIL sens C8 = caspase-8 TRAIL sensitization | NB7+C8 cells + TRAIL, ATPlite viability luminescence | inhibition (viability loss, TRAIL sensitization), % at 10 µM | hit rate 1% among 360,000 | AID 624354;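 active = compounds causing at least 50% loss of cell viability in the single-dose screen, relative to plate controls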
LMP1 NFkB inh = inhibitors of Epstein-Barr LMP1-induced NF-kappaB reporter. inhibition, % at 12.5 µM. AID 504558. hit rate 0.69% among 350,000. LMP1-induced NF-kappaB luciferase reporter cells, luminescence; in the data active = inhibition above about 41%;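 also: 0% = neutral control wells and 100% = reference inhibitor control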
TLR9-MyD88 inh = TLR9-MyD88 interaction inhibition. Q9NR96+Q99836. CHO BLA complementation TLR9-MyD88, CCF4 FRET ratio. inhibition, % at 4.98 µM. hit rate 0.21% among 340,000;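 active = inhibition above the mean over all tested compounds plus 3 SD, cut at about 21% in these data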;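 also: 0% = DMSO only wells and 100% = clavulanate BLA inhibitor control wells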
Active calls of the source: *; · = no result given. These rows are one share of the data. The share of hits here may be higher or lower than overall.

entry | canonical_smiles | NOD2-RIPK2 inh | TROY signal inh | TLR9-MyD88 inh | TRAIL sens C8 | NCOA2 inhibitor | COUP-TFII inh | Vif inh | LMP1 NFkB inh | SRC3 inh | SRC1 inh | LRH-1 inv ag
1 | CC1S/C(=N\N=C\c2cccc([N+](=O)[O-])c2)N(C(C)(C)C)C1=O (stereo not drawn) | -8 | -3 | -8 | 27 | 10 | -6 | -10 | 0 | 24 | 3 | 21
2 | COc1cc(NC(=O)Cc2cccs2)ccc1-n1cnnn1 | -2 | · | -7 | -15 | -11 | 9 | -10 | -5 | 2 | -5 | -6
3 | Cc1cccc(C2(c3cccc(C)c3)CC2C(=O)Nc2ccc([N+](=O)[O-])cc2O)c1 (stereo not drawn) | -5 | 60* | 0 | 39 | 8 | 12 | -36 | 39 | 40 | 23 | 16
4 | COc1cc(C)nc(Oc2ccc(OCCOc3ccc(C)cc3)nn2)n1 | 2 | -10 | -7 | -14 | 18 | 2 | -6 | 5 | 1 | -7 | -21
5 | Cc1ccc(NC(=O)Cn2nnc(C(=O)NCc3ccc4c(c3)OCO4)c2N)cc1 | 6 | -8 | -11 | -8 | -6 | 7 | 11 | · | 14 | 9 | 14
6 | Cn1c(CN2CCCCC2)nc2cc(NS(=O)(=O)c3ccc(F)cc3)ccc21 | -7 | -4 | 15 | 5 | 5 | -13 | -14 | -5 | 10 | -18 | 21
7 | CC(=O)C(C)Oc1ccc2c3c(c(=O)oc2c1C)CCCC3 (stereo not drawn) | -1 | -26 | -10 | 18 | -40 | -36 | 0 | -5 | -49 | -24 | -84
8 | Cc1ccccc1C(=O)NC1CCCCCCC1 | 4 | -61 | -2 | -1 | -29 | -56 | 6 | -9 | -104 | -77 | -107
9 | O=C(NCc1cccnc1)c1cc(Sc2cccc(Cl)c2)nc2ccccc12 | 11 | 1 | 2 | -5 | -4 | -20 | -2 | 2 | 16 | 4 | 6
10 | O=C(OC(c1ccc(NS(=O)(=O)c2ccccc2)cc1)(C(F)(F)F)C(F)(F)F)c1ccccc1 | -8 | 33 | 1 | 7 | -12 | 22 | -9 | 5 | 19 | -8 | -12
11 | CC(C)(C)c1cc(S(=O)(=O)CCc2ccncc2)cc(C(C)(C)C)c1F | -10 | 12 | 0 | -16 | -23 | 7 | 1 | 3 | 1 | -1 | -8
12 | Cc1ccc(/C=N/n2c(-c3cccnc3)n[nH]c2=S)o1 | -2 | -18 | · | -9 | 26 | -7 | -2 | 0 | 14 | -1 | 22
13 | O=C(Nc1cccc(F)c1)c1ccc2c(c1)OCCO2 | 0 | -9 | 1 | 22 | -82 | -14 | 0 | -11 | -91 | -90 | -162
14 | O=C(CCCCCCCCN1C(=O)c2ccccc2C1=O)N1CCOCC1 | -6 | 9 | · | -12 | -16 | 9 | -4 | · | 19 | -16 | 8
15 | CC12CN3CC(C)(CN(C1)C3c1ccc(Cl)cc1Cl)C2O (stereo not drawn) | 8 | -13 | 3 | 4 | -22 | -6 | 5 | 21 | 1 | 4 | -9
16 | CN(C)CCNC(=O)c1[nH]c(C(F)(F)F)nc1-c1ccccc1 | -2 | 9 | · | 9 | 0 | -2 | · | · | 1 | 2 | 0
17 | COc1cccc(CC(=O)OCc2csc(CC(=O)Nc3ccccc3C)n2)c1 | 3 | 2 | -4 | 3 | 19 | -8 | -2 | 0 | -9 | -1 | -1
18 | Cc1ccc(/C=N/N=C2/NC(=O)CS2)o1 | -9 | 6 | -5 | -2 | 10 | -1 | 7 | -8 | 3 | -33 | -13
19 | CC(OC(=O)c1ccc(Cl)c(S(=O)(=O)Nc2ccc(F)cc2)c1)C(=O)NC(N)=O (stereo not drawn) | 0 | 13 | 6 | -18 | -2 | -17 | 2 | -8 | 13 | -39 | -7
20 | CCCCc1ccc(S(=O)(=O)NC(=O)C2(C)CCN2C(=O)c2c(C)noc2C)cc1 (stereo not drawn) | -15 | 5 | · | -1 | 9 | 9 | -3 | · | -26 | 5 | 18
21 | COc1ccc(C2CC(C(F)(F)F)n3nc(C(=O)O)c(Cl)c3N2)cc1OC (stereo not drawn) | -9 | -1 | 12 | -8 | 1 | -6 | -8 | 5 | 13 | 2 | -19
22 | CCOC(=O)c1sc(N)c(C#N)c1CSc1nc2ccc(OCC)cc2[nH]1 | -8 | -2 | -12 | -6 | -19 | 9 | -1 | -5 | 3 | -20 | 6
23 | Cc1ccc(/C=N/n2c(-c3ccc(Cl)cc3)n[nH]c2=S)s1 | -4 | 2 | -3 | -8 | -29 | 6 | 10 | 4 | 20 | 0 | 1
24 | Cc1c(C(=O)NCc2ccccc2C(F)(F)F)sc(=O)n1Cc1ccc(Cl)c(Cl)c1 | -1 | 9 | · | 4 | -7 | 21 | -4 | · | 1 | -29 | 20
25 | CCCCCCSc1cccc(-c2nc3ccc(C)cn3c2NC2CCCCC2)c1 | -9 | -30 | -6 | 16 | 7 | 11 | -9 | -13 | -20 | -1 | -8
26 | O=C(Nc1ccc(S(=O)(=O)Nc2ccccn2)cc1)c1ccc(Cl)cc1Cl | -1 | -15 | -2 | 14 | -31 | -4 | 5 | -1 | 5 | 3 | -29
27 | CN1C(=O)C(O)(CC(=O)c2ccccc2O)c2cc(Br)ccc21 (stereo not drawn) | -4 | -3 | -9 | -11 | -12 | -3 | 2 | 4 | -10 | -4 | -33
28 | Cc1ccc(S(=O)(=O)N(C)C)cc1NC(=O)CN1c2cccc3cccc(c23)S1(=O)=O | -3 | -7 | 0 | 9 | -25 | 12 | -11 | -1 | 1 | -25 | -17
29 | COc1cccc(C2/C(=C(\O)c3ccc4c(c3)OCCO4)C(=O)C(=O)N2CCN(C)C)c1 (stereo not drawn) | -1 | -2 | 8 | -14 | 0 | -3 | 38 | 1 | 17 | -4 | -6
30 | CC(/C=C/c1ccccc1)=N\NC(=O)c1ccncc1 | 0 | -4 | 6 | 6 | -1 | 8 | -4 | -3 | -16 | 10 | -18
31 | CC(=O)Nc1ccc(-c2cn3cc(C)ccc3n2)cc1 | -4 | -74 | 4 | 45 | -56 | -27 | 6 | -7 | -82 | -89 | -122
32 | COc1cccc(OCC(O)CNC(=O)c2oc3c(C)c(C)ccc3c2C)c1 (stereo not drawn) | 4 | 0 | -2 | 6 | -9 | 0 | -3 | 8 | 6 | 0 | -10
33 | COc1cccc(N2CCN(C3CC(=O)N(c4ccc(Cl)c(Cl)c4)C3=O)CC2)c1 (stereo not drawn) | 4 | 1 | 1 | 2 | -3 | 6 | · | -2 | 6 | -30 | -15
34 | CCOC(=O)C1=CCN(S(=O)(=O)c2ccccc2Br)C1c1cccc(C)c1 (stereo not drawn) | 5 | -29 | · | -3 | 6 | 13 | · | · | 19 | 7 | -4
35 | O=C(CC12CC3CC(CC(C3)C1)C2)Nc1nncs1 | -4 | 12 | 1 | -14 | 31 | 2 | -4 | 11 | 34 | 16 | 6
36 | C=CCN1C(=O)[C@@H]2Cc3c([nH]c4ccccc34)C(c3cc(OC)c(OC)c(OC)c3)N2C1=S (stereo partly drawn) | -1 | 9 | -10 | -17 | -27 | 11 | 31 | 14 | -34 | -15 | -9
37 | CCOc1ccc(CCNC(=O)COC(=O)/C=C/c2ccc(OCC#N)c(OC)c2)cc1OCC | 2 | 15 | -1 | 19 | 11 | 4 | -10 | 2 | -2 | -1 | -14
38 | CN1CCN(c2oc(-c3ccccc3)nc2S(=O)(=O)c2ccccc2)CC1 | -4 | -9 | -13 | -6 | -15 | -6 | 0 | 9 | -1 | 4 | 3
39 | COCCN(C(=O)CCC(=O)Nc1cc(C)on1)C(C(=O)NC(C)(C)C)c1ccc(OC)cc1 (stereo not drawn) | 2 | 14 | -3 | -1 | -14 | 0 | -6 | -5 | -12 | -7 | 3
40 | Cc1nc2ccccc2c(=O)[nH]1 | 1 | 15 | -1 | 12 | -14 | 7 | -1 | -8 | -24 | -3 | 1
41 | CCOC(=O)c1cc(CC)sc1NC(=O)c1cc([N+](=O)[O-])ccc1N1CCOCC1 | 7 | 14 | 9 | 2 | -23 | 3 | 5 | 19 | 10 | 7 | -8
42 | COC(=O)Cc1nnc(NC(=O)c2ccccc2)s1 | -8 | -22 | 8 | 5 | -22 | 1 | 12 | -9 | -2 | -9 | 0

Reformatted: 11 of the compounds above.
Screens in order – NOD2-RIPK2 inh | TROY signal inh | TLR9-MyD88 inh | TRAIL sens C8 | NCOA2 inhibitor | COUP-TFII inh | Vif inh | LMP1 NFkB inh | SRC3 inh | SRC1 inh | LRH-1 inv ag
27: CN1C(=O)C(O)(CC(=O)c2ccccc2O)c2cc(Br)ccc21 (stereo not drawn)
→ -4 | -3 | -9 | -11 | -12 | -3 | 2 | 4 | -10 | -4 | -33
28: Cc1ccc(S(=O)(=O)N(C)C)cc1NC(=O)CN1c2cccc3cccc(c23)S1(=O)=O
→ -3 | -7 | 0 | 9 | -25 | 12 | -11 | -1 | 1 | -25 | -17
29: COc1cccc(C2/C(=C(\O)c3ccc4c(c3)OCCO4)C(=O)C(=O)N2CCN(C)C)c1 (stereo not drawn)
→ -1 | -2 | 8 | -14 | 0 | -3 | 38 | 1 | 17 | -4 | -6
30: CC(/C=C/c1ccccc1)=N\NC(=O)c1ccncc1
→ 0 | -4 | 6 | 6 | -1 | 8 | -4 | -3 | -16 | 10 | -18
31: CC(=O)Nc1ccc(-c2cn3cc(C)ccc3n2)cc1
→ -4 | -74 | 4 | 45 | -56 | -27 | 6 | -7 | -82 | -89 | -122
32: COc1cccc(OCC(O)CNC(=O)c2oc3c(C)c(C)ccc3c2C)c1 (stereo not drawn)
→ 4 | 0 | -2 | 6 | -9 | 0 | -3 | 8 | 6 | 0 | -10
33: COc1cccc(N2CCN(C3CC(=O)N(c4ccc(Cl)c(Cl)c4)C3=O)CC2)c1 (stereo not drawn)
→ 4 | 1 | 1 | 2 | -3 | 6 | · | -2 | 6 | -30 | -15
34: CCOC(=O)C1=CCN(S(=O)(=O)c2ccccc2Br)C1c1cccc(C)c1 (stereo not drawn)
→ 5 | -29 | · | -3 | 6 | 13 | · | · | 19 | 7 | -4
35: O=C(CC12CC3CC(CC(C3)C1)C2)Nc1nncs1
→ -4 | 12 | 1 | -14 | 31 | 2 | -4 | 11 | 34 | 16 | 6
36: C=CCN1C(=O)[C@@H]2Cc3c([nH]c4ccccc34)C(c3cc(OC)c(OC)c(OC)c3)N2C1=S (stereo partly drawn)
→ -1 | 9 | -10 | -17 | -27 | 11 | 31 | 14 | -34 | -15 | -9
37: CCOc1ccc(CCNC(=O)COC(=O)/C=C/c2ccc(OCC#N)c(OC)c2)cc1OCC
→ 2 | 15 | -1 | 19 | 11 | 4 | -10 | 2 | -2 | -1 | -14
